NCI-60 one-dose screen, 48 h, at 10 µM unless noted. Numbers give growth in % (100 = growth as untreated, 0 = no growth, -100 = all killed).
A549/ATCC: A549/ATCC NSCLC; actives 3.7% (n = 81,000)
HOP-62: HOP-62 NSCLC; AID 1794735; actives 3.9% (n = 80,000)
CCRF-CEM: CCRF-CEM leukemia; actives 7% (n = 77,000)
HOP-92: HOP-92 NSCLC cells. AID 1794738. actives 6.3% (n = 71,000)
LOX IMVI: LOX IMVI melanoma; actives 7.4% (n = 79,000); AID 1794757
SK-MEL-5: SK-MEL-5 melanoma; actives 6.4% (n = 80,000)
EKVX: EKVX NSCLC | actives 3% (n = 71,000) | AID 1794765
M14: M14 melanoma | actives 6.2% (n = 80,000)
* marks the source's active call; other numbers are inactive results; . = no result given; & = joins results of further samples; [ ] = remark or other dose. The calls were made as follows: active = growth percent below 10; inactive = the rest.

Sample of the layout, 4 compounds:
SMILES	A549/ATCC	HOP-62	CCRF-CEM	HOP-92	LOX IMVI	SK-MEL-5	EKVX	M14
c1coc(CNc2ncnc3nc[nH]c23)c1	80	83	104	100	99	95	98	102
COc1cc(-c2nn(C(C)(C)C)cc2-c2ccnc(NCCCNS(=O)(=O)c3cccc(F)c3)n2)ccc1F	69	95	76	82	78	87	72	86
Cn1nc(NC(=O)Nc2cc(C(=O)O)n(C)n2)cc1C(=O)O	98	96	.	93	102	97	109	82
Brc1ccc(Cn2nnnc2-c2ccn(-c3ccccc3)n2)cc1	68	74	57	64	.	74	70	83

The listing, repeating the preview:
SMILES	A549/ATCC	HOP-62	CCRF-CEM	HOP-92	LOX IMVI	SK-MEL-5	EKVX	M14
c1coc(CNc2ncnc3nc[nH]c23)c1	80	83	104	100	99	95	98	102
COc1cc(-c2nn(C(C)(C)C)cc2-c2ccnc(NCCCNS(=O)(=O)c3cccc(F)c3)n2)ccc1F	69	95	76	82	78	87	72	86
Cn1nc(NC(=O)Nc2cc(C(=O)O)n(C)n2)cc1C(=O)O	98	96	.	93	102	97	109	82
Brc1ccc(Cn2nnnc2-c2ccn(-c3ccccc3)n2)cc1	68	74	57	64	.	74	70	83
CC1=C(C)C[C@@]2(Cc3ccccc3C2=O)S(=O)C1 (stereo partly drawn)	92	96	83	55	92	73	.	84
NC1=NC(c2cccc(Br)c2)c2sc3ccc(Cl)cc3c2N1 (stereo not drawn)	98	92	121	97	99	96	85	98
CC(=O)c1sc2c(c1C)c(=O)nc1c(-c3nc(-c4ccccc4)cs3)n[nH]n12	92	89	95	101	96	102	84	98
CN(Cc1ccccc1)CC(O)CN(C)Cc1ccccc1	95	99	118	71	110	.	109	110
COc1cc2cc3c(nc2cc1OC)CCN3Cc1ccc(NC(=O)c2ccc(Cl)c(Cl)c2)cc1	83	100	85	.	101	95	.	100
C=COCC(F)(F)F	100	99	95	103	101	108	103	97
O=c1[nH]nc(-c2ccc[nH]2)[nH]1	101	97	108	103	99	97	108	118
O=C(Cc1ccccc1)NO	101	99	105	103	103	104	.	119
O=C1C(Cl)=C(O)C2(Cl)C(Cl)=C(Cl)C12Cl (stereo not drawn)	94&99	97&103	120&93	97	89&102	104&104	108&100	103&98
COC(=O)c1ccc2nc([C@@H](C)[C@H]3CC[C@H]4[C@@H]5CCC6=CC(=O)CC[C@]6(C)[C@H]5CC[C@]34C)[nH]c2c1	88	97	68	59	92	69	80	74
COc1cc(/C=C\c2c(-c3cccs3)nc3sccn23)cc(OC)c1OC	99	108	42	.	96	77	108	105
CC(CC(=O)O)C(=O)O (stereo not drawn)	103	90	98	94	97	104	.	100
N#Cc1c(Nc2ccc(Cl)cc2)nc2sc3cc(Cl)c(Cl)cc3n2c1=O	97	93	100	61	87	93	86	94
COc1ccc(C2C=C(n3nc(-c4ccccc4)nc3-c3ccccc3)NC(=S)N2)cc1 (stereo not drawn)	109	99	101	69	102	101	.	97
C/C=C1\C(OS(=O)(=O)O)CC2C3CCC4=CC(=O)CCC4(C)C3CCC12C (stereo not drawn)	116	108	99	115	94	89	52	88
CC(CC(=O)O)S(=O)(=O)c1ccc([N+](=O)[O-])cc1 (stereo not drawn)	94	89	105	85	100	99	103	105
COC1=CC(c2ccc[nH]2)=N/C1=C\c1[nH]c(C)c(C(=O)CCCCC(=O)Oc2ccc3c(c2)CCC2C3CC[C@]3(C)C(=O)CC[C@@H]23)c1C (stereo partly drawn)	96	99	55	113	.	91	.	114
CC#CC(C)(C)N(C)C	78	87	120	106	101	102	97	105
[2H]C([2H])([2H])Oc1cc(F)ccc1/C=C/C(=O)/C=C(/C=C/c1ccc(F)cc1OC([2H])([2H])[2H])OB(F)F	58	102	2.4*	83	2.1*	31	77	8.1*
COC(=O)c1c(C(=O)OC)c2n(c1C)[C@@H]([C@@H](C)[C@H]1CC[C@H]3[C@@H]4CCC5=CC(=O)CC[C@]5(C)[C@H]4CC[C@]13C)SC2	37	64	10	26	28	-87*	26	25
CCN(CC)CCCNc1cccc2c(C)cc(OC)nc12	95	99	102	58	105	91	114	93
(listing goes on)
SMILES	A549/ATCC	HOP-62	CCRF-CEM	HOP-92	LOX IMVI	SK-MEL-5	EKVX	M14
C(C=C(c1ccccc1)c1ccccc1)=C(c1ccccc1)c1ccccc1	108	104	90	87	102	104	111	102
CCCS(=O)(=O)Nc1ccc(C(=O)CC2(O)C(=O)Nc3ccc(F)cc32)cc1 (stereo not drawn)	95	93	106	101	100	99	59	106
CN(C)CCOc1ccccc1Cc1ccc(Cl)cc1Cl	97	92	89	.	77	77	87	88
CCOC(=O)Cc1ccc(OC)c(OC)c1	104	109	.	103	99	.	114	100
C=CCc1cc(-c2nc(N)nc(N)n2)cc(C)c1O	95	106	102	73	104	95	110	102
NCCCC[C@H](NC(=O)[C@@H]1CCCN1C(=O)Cc1cccc2ccccc12)C(=O)N[C@@H](CCCN=C(N)N)C(=O)N[C@@H](CCCN=C(N)N)C(N)=O	96	99	106	96	101	98	96	91
CS(=O)CC(O)(c1ccc(F)cc1)C1CC1 (stereo not drawn)	110	108	100	116	98	107	.	109
CN(C)c1ccc(-c2ccccc2)cc1	95	106	.	87	100	112	.	101
C=C(C)[C@@H]1CC[C@]2(C#N)CC[C@]3(C)[C@H](CC[C@@H]4[C@@]5(C)CCCNC(C)(C)[C@@H]5CC[C@]43C)[C@@H]12	73	113	51	51	-44*	86	69	64
CCOc1cc2c(cc1OCC)C(c1cc(OC)c(O)cc1Cl)NCC2 (stereo not drawn)	89	98	108	114	90	89	.	80
Brc1cccc(-c2cc(-c3cnc4c(c3)OCCO4)n[nH]2)c1	37	65	37	101	37	24	50	27
COc1cccc(NC(=O)c2sc3nc4c(cc3c2N)CCCC4)c1C	100	95	72	89	94	85	99	86
CCCCn1cnc2c(Sc3c([N+](=O)[O-])ncn3C)nc(N)nc21	88	95	87	76	107	103	.	102
C[C@H](c1ccccc1)N1C(=S)N(C)[C@H]2NC(=S)N[C@H]21	112	99	107	114	100	100	105	104
Cc1ccc(C)c(NC(=O)c2ccccc2C(=O)O)c1	.	94	.	.	94	105	.	102
CC(C)N1CCOC1c1ccccc1 (stereo not drawn)	97	112	99	110	102	110	111	96
N#CC1=C(c2c[nH]c3ccccc23)Nc2nc(N)nc(N)c2C1c1ccncc1 (stereo not drawn)	101	103	103	72	97	93	.	97
OCCN=Cc1ccccc1	99	119	106	.	96	101	95	100
COc1ccc(CNC(=O)C(O)C(Cc2ccccc2)N(Cc2ccccc2)Cc2ccccc2)cc1OC (stereo not drawn)	55	88	69	80	88	84	41	.
CC(=O)Nc1ccc(S(=O)(=O)/N=C(/C)N)cc1	96	94	101	83	105	97	96	98
COC(=O)C1CCCCC1C(=O)OC (stereo not drawn)	105	99	101	110	95	92	96	106
O=S1(=O)N=C(N=Cc2c(O)[nH]c3ccccc23)c2ccccc21	113	91	110	89	103	99	81	98
O=C(O)C1CSCN1 (stereo not drawn)	111&98	96&100	121&100	.	102&108	135	101&102	100&108
COC(=O)c1cc2ccccc2[nH]c1=O	109	105	110	.	104	103	.	98
Nc1nccc(Nc2ccccc2)n1	99	102	90	.	109	107	107	108
Next compounds follow.
SMILES	A549/ATCC	HOP-62	CCRF-CEM	HOP-92	LOX IMVI	SK-MEL-5	EKVX	M14
CC(/C=C/c1ccc(Br)cc1)=N\OCC(=O)NC(C)C	89	113	96	.	94	96	.	99
CC(C)CN(CC(C)C)c1ccc([N+](=O)[O-])cc1[N+](=O)[O-]	82	113	84	75	97	103	113	105
COc1cc2c(c(OC)c1OC)C(=O)CC(c1cccc(C(=O)Nc3cccc(Cl)c3)c1)O2 (stereo not drawn)	77	88	20	36	69	47	80	77
Cc1ccc(C2CC(c3cccc(Nc4ccncc4)c3)=NN2c2cc(Cl)cc(Cl)c2)cc1 (stereo not drawn)	4.9*	41	7.3*	58	-87*	69	77	2.0*
O=C(c1ccccc1)c1ccc(Cl)c([N+](=O)[O-])c1	103	124	13	99	37	101	.	95
NC(=O)c1c(N)n[nH]c1CC(=O)O	98	98	113	.	104	102	106	99
Cc1nnc(SCC(=O)Nc2ccc(-c3ccccc3)cc2)s1	108	107	109	96	104	90	102	109
N/N=C(\CCNc1ccc(S(N)(=O)=O)cc1)c1ccccc1	108	103	100	104	98	101	107	107
O=C(NC(c1ccccc1)c1ccccc1)c1ccccc1	95	99	89	74	82	109	92	105
S=C(Nc1cccc(Cl)c1)Nc1cccc(Cl)c1	90	95	90	67	93	99	80	100
CC12CCC3c4ccc(O)cc4CCC3C1CCC2OC1CCCCO1 (stereo not drawn)	81	113	72	.	92	100	.	103
O=C(Nc1ccc(-n2cc(-c3ccncc3)c(-c3ccc(Cl)c(O)c3)n2)cc1)c1cc(C(F)(F)F)cc(C(F)(F)F)c1	52	54	73	.	53	56	97	45
C=C1C(=O)O[C@H]2[C@H]1CC/C(CNC(=O)c1cc3ccccc3[nH]1)=C\CC[C@@]1(C)O[C@@H]21	9.2*	9.4*	-36*	-51*	-79*	-88*	14	-57*
O=[N+]([O-])c1ccc(-c2nnc(Nc3ccc(C(F)(F)F)cc3)o2)cc1	67	80	68	.	91	94	91	103
O=C1Nc2cc(Cl)ccc2/C1=C/c1ccc(OCC(=O)c2ccccc2)cc1	94	91	91	97	83	92	94	89
C=C(C)[C@@H]1CC[C@]2(C(=O)NCCCO)CC[C@]3(C)[C@H](CC[C@@H]4[C@@]5(C)CCCNC(C)(C)[C@@H]5CC[C@]43C)[C@@H]12	73	90	60	58	79	13	78	34
Cc1nn(-c2ccccc2)c(N2CCCC2)c1/C=N/NC(=O)Cn1c(=O)sc2ccccc21	75	81	92	70	79	72	78	95
CCOC(=O)C1(c2ccccc2)C(=O)Oc2ccccc21 (stereo not drawn)	128	101	.	44	100	123	101	97
CC(=O)Nc1c(I)c(NC(C)=O)c(I)c(C(=O)O)c1I	105	98&112	105&96	94	111&96	105&103	91&102	104&96
O=C(c1cccs1)C1CC1	105	110	95	135	115	98	96	113
Cc1ccc(C)c2c1sc1nc(N3CCOCC3)c(C#N)c(=O)n12	98	94	83	72	67	88	80	93
COc1ccc(Nc2nnc(-c3ccc(F)cc3)o2)cc1	90	86	125	86	95	96	89	96
COc1cccc(NC(=O)c2sc3nc4c(cc3c2N)C(=O)CCC4)c1	23	28	.	57	.	3.8*	.	12
N=C(N)Sc1cc(O)ccc1O	107	127	102	115	101	104	129	108
O=C1CCC(OCc2ccc(O)cc2)N1 (stereo not drawn)	102	110	102	111	96	109	102	101

Whole records from above. Order of values: A549/ATCC, HOP-62, CCRF-CEM, HOP-92, LOX IMVI, SK-MEL-5, EKVX, M14
Profile of Cc1nnc(SCC(=O)Nc2ccc(-c3ccccc3)cc2)s1 = 108, 107, 109, 96, 104, 90, 102, 109
Profile of O=C(NC(c1ccccc1)c1ccccc1)c1ccccc1 = 95, 99, 89, 74, 82, 109, 92, 105
Profile of CC(C)CN(CC(C)C)c1ccc([N+](=O)[O-])cc1[N+](=O)[O-] = 82, 113, 84, 75, 97, 103, 113, 105
Profile of S=C(Nc1cccc(Cl)c1)Nc1cccc(Cl)c1 = 90, 95, 90, 67, 93, 99, 80, 100
Profile of NC(=O)c1c(N)n[nH]c1CC(=O)O = 98, 98, 113, ., 104, 102, 106, 99

Next results follow:
SMILES	A549/ATCC	HOP-62	CCRF-CEM	HOP-92	LOX IMVI	SK-MEL-5	EKVX	M14
Cc1cc(C)c(C=O)c(C)c1	72	72	79	86	97	100	101	84
Cc1cc(=O)oc2cc(OC(=O)C3CC3)ccc12	101	91	100	95	96	103	99	94
COc1ccc(C2=NNC(c3ccc(Oc4ccc(Cl)cc4)cc3)C2)cc1OC (stereo not drawn)	80	89	73	83	92	50	64	85
Oc1ccc(Cl)c(O)c1	106	104	.	.	105	109	99	109
CC1C=CC(OC(=O)C(C)(O)CCC(O)(C(=O)OC2CC(O)C(C(C)C)CC2(C)O)C(C)C)(C(C)C)CC1 (stereo not drawn)	-78*[4.63 µM]	-69*[4.63 µM]	-32*[4.63 µM]	-67*[4.63 µM]	-88*[4.63 µM]	-100*[4.63 µM]	-74*[4.63 µM]	-75*[4.63 µM]
COc1ccc(CCNC(=O)Cn2nc(N3CCCCC3)ccc2=O)cc1OC	105	99	105	101	95	96	.	100
Nc1nnc(-c2ccc([N+](=O)[O-])o2)s1	.	78	67	.	98	83	111	95
O=C(NCc1ccc(Cl)cc1Cl)c1ccccn1	97	93	96	89	98	96	111	101
S=C(Nc1ccccn1)Nc1ccccn1	106	99	96	76	85	78	85	94
CNC1=C([N+](=O)[O-])C(c2ccc(Br)cc2)C(C#N)=C(c2ccc[nH]2)O1 (stereo not drawn)	97	96	.	76	103	102	99	103
Cc1ccc(S(=O)(=O)Nc2ccccc2)cc1N	81	86	110	75	91	89	116	96
CC(=O)c1ccc(O)c(O)c1O	108	148	100	117	104	109	112	105
Nc1c(C(=O)Nc2ccccc2)oc2ncccc12	102	90	97	81	92	100	.	105
Cc1c(F)cc(C(N)=O)cc1NCC(=O)Nc1ccc([N+](=O)[O-])cc1	88	71	.	76	84	96	61	99
O=C(Nc1ccc(OS(=O)(=O)c2ccccc2)cc1)C12CC3CC(CC(C3)C1)C2	42	74	40	.	40	32	.	47
COc1cc2oc(-c3cccc(NC(=O)Nc4ccc5c(c4)OCO5)c3)cc(=O)c2c(OC)c1OC	61	63	.	17	39	46	86	-9.9*
COc1ccc(C2SCC(=O)N2NC(=O)c2ccc(NC(=O)c3ccccn3)cc2)cc1OC (stereo not drawn)	92	88	101	116	99	102	.	102
